# High-throughput results from PubChem.
# TMEM16A act: activates or potentiates the mouse TMEM16A chloride channel; B-score at 10 µM; 340,000 compounds, 0.3% hits; Q8BHY3; HEK293 TMEM16A/YFP-H148Q/I152L, iodide quench fluorescence; stronger effect = lower value;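 active = fluorescence-ratio B-score plate-corrected deviation score at least 3 library SD below zero, with starting fluorescence score within 5 deviations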;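 note: channel opened by trigger with iodide after compound preincubation; score built on the fluorescence ratio of max minus min over baseline; more negative score means more quench and so TMEM16A activation or potentiation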
# TRPC6 activator: mouse TRPC6 channel activation; Q61143; HEK293-TRPC6 membrane potential dye fluorescence; stronger effect = higher value; B-score at 10 µM; 310,000 compounds, 0.13% hits; AID 2550;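 active = B-score of the integrated fluorescence ratio above library mean plus 3 SD, and starting fluorescence ratio within library mean plus 5 SD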;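 note: higher score means more depolarization so channel activation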
# TRPC4 potent: allosterically enhances the mouse TRPC4 cation channel. AID 2227. B-score at 10 µM. HEK293 TRPC4beta/mu-opioid, DAMGO EC20, Fluo-4 Ca2+ flux; stronger effect = higher value. 310,000 compounds, 0.42% hits;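 active = B-score of calcium response area above 5 SD of library B-scores, with initial fluorescence ratio within 5 SD of library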;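 note: B-score of integrated fluorescence ratio over time as area under calcium response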
# Target sequence (Q9QUQ5 whole entry, looked up): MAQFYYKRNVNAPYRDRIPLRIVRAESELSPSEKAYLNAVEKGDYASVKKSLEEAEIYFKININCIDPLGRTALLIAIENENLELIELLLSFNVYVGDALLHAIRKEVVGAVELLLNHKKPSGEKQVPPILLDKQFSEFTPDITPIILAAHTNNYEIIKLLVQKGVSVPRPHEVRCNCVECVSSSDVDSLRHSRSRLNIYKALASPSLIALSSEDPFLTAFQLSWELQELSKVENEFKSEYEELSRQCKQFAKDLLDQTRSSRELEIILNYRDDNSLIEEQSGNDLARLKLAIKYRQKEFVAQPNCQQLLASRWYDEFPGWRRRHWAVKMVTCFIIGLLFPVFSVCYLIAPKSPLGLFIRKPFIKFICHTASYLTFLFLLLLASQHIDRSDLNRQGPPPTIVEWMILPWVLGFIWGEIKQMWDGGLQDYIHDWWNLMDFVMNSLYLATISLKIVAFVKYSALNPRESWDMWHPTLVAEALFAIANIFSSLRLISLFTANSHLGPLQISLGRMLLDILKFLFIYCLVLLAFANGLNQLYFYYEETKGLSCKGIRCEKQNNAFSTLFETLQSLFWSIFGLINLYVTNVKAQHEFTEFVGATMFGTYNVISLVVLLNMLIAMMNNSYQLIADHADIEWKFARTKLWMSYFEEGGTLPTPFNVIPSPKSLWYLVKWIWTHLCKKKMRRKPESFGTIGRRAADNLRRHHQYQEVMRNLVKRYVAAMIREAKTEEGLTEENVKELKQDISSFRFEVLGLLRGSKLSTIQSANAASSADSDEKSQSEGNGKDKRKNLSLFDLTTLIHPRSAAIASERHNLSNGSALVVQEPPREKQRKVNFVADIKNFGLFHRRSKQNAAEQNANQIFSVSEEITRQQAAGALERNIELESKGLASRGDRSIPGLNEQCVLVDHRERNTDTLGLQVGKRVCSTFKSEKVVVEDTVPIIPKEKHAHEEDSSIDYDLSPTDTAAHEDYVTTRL
# TRPC6 inhibitor: mouse TRPC6 channel inhibition. HEK293-TRPC6, membrane potential dye, ACh-evoked depolarization; stronger effect = lower value. B-score at 10 µM. 310,000 compounds, 1.1% hits. AID 2553;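 active = B-score under library mean minus 3 SD, initial fluorescence not abnormally high, positive integrated signal ratio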;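 note: B-score derived from integrated fluorescence ratio over the kinetic read; more negative B-score means stronger inhibition of depolarization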
# TRPC4 act: activators of mouse TRPC4 channel. Q9QUQ5. HEK293 TRPC4beta/mu-opioid, Fluo4 calcium fluorescence; stronger effect = higher value. B-score at 10 µM. 310,000 compounds, 0.49% hits. AID 2237;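 active = B-score above 5 SD of library B-scores, and initial fluorescence ratio not above library mean plus 5 SD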;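 note: positive B-score marks a calcium rise read as TRPC4 activation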
#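 System – HEK293 cells stably co-expressing mouse TRPC4beta and mu-opioid receptor · Signal – Fluo4 calcium-sensitive dye fluorescence, kinetic, 1 Hz baseline · Benchmarks – buffer (low) and maximal DAMGO (high) · Read-out – B score of integrated fluorescence ratio per well · Incubation – dye loading 45 min room temperature, 110 s kinetic read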
# MrgX1 agonist: agonists of human MrgX1 receptor | Q96LB2 | MrgX1-HEK293 cells, Fluo-4 calcium fluorescence, agonist mode; stronger effect = higher value | B-score at 10 µM | 310,000 compounds, 0.44% hits | AID 588627;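 active = calcium response B-score plate-corrected fluorescence ratio at least 3 library SD, with starting fluorescence B-score inside 5 SD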
#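 Test system: HEK293 cells stably expressing human MrgX1 receptor; amount: 15,000 cells per well; doses: compound delivered in addition one of three; times: overnight plating before 1 h dye loading; detection: Fluo-4 NW calcium-flux fluorescence, kinetic read; read-out basis: B-scored fluorescence response ratio; controls: positive and negative controls per plate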
# MrgX1 PAM: allosterically activates human MrgX1 receptor signaling; 310,000 compounds, 0.63% hits; AID 588675; B-score at 10 µM; MrgX1-HEK293, Fluo-4 calcium flux, FDSS; stronger effect = higher value;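 active = plate-corrected calcium response at least 3 library SD above typical, normal starting fluorescence, not activating the receptor alone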;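 note: compound read alongside a low EC10 to EC30 dose of BAM8-22 agonist; peak minus trough fluorescence over baseline measured at the second addition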
# RGS4 block: inhibitors of human RGS4 | HEK293 M3R/RGS4 inducible, Fluo-4 calcium flux; stronger effect = higher value; triggered by carbachol at its EC20 | B-score at 10 µM | 310,000 compounds, 0.45% hits | AID 463165;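 active = B-score, a plate-corrected calcium signal, over three deviations above library mean, with baseline fluorescence within five deviations of library mean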;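 note: RGS4 expression induced by doxycycline in cells with stable M3 receptor; B-score is computed from the integrated fluorescence ratio over baseline after carbachol; higher B-score means a larger calcium signal and so more RGS4 inhibition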
# TMEM16A inh: mouse TMEM16A channel inhibition, primary screen; Q8BHY3; HEK293 TMEM16A/YFP iodide influx fluorescence, ionomycin; normalized B-score (activity score, 25-100; higher = stronger inhibition) at 10 µM; 310,000 compounds, 1.2% hits;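 active = ratio plate-corrected score three or more library SD toward inhibition, starting fluorescence score within five deviations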;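 note: score derived from kinetic fluorescence span divided by baseline fluorescence per well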
# MrgX1 antag: blocks BAM8-22 activation of human MrgX1 receptor. 310,000 compounds, 1.3% hits. B-score at 10 µM. Q96LB2. MRGX1-HEK293 calcium flux, Fluo-4, BAM8-22 antagonism; stronger effect = lower value;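 active = calcium-response B-score plate-corrected more than 3 library SD below zero, starting fluorescence within 5 deviations, no agonist response on first addition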;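 note: peak minus trough fluorescence over baseline after final BAM8-22 challenge near maximal dose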
# TRPC4 inh: inhibitors of mouse TRPC4 channel. HEK293 TRPC4beta/mu-opioid, DAMGO-evoked Fluo4 calcium flux; stronger effect = lower value. B-score at 10 µM. Q9QUQ5. AID 2247. 300,000 compounds, 0.39% hits;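 active = B-score over 3 SD under the library average, no early fluorescence shift, positive overall ratio signal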
#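 Material: HEK293 cells with stable TRPC4beta plus mu-opioid receptor expression; probe or stimulus: DAMGO in two steps, submaximal then maximal; technique: Fluo4 calcium fluorescence by kinetic imaging, 5 s 1 Hz baseline; measure: integrated fluorescence ratio relative to baseline, converted to per-well B score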
# Starred values were filed as active, the others as inactive; i = inactive; x = not tested or not shown. Not all compounds are listed; rates above refer to the full screens.
SMILES,TMEM16A act,TRPC6 activator,TRPC4 potent,TRPC6 inhibitor,TRPC4 act,MrgX1 agonist,MrgX1 PAM,RGS4 block,TMEM16A inh,MrgX1 antag,TRPC4 inh
Cc1ccn2nc(S(=O)(=O)Nc3c(F)cccc3F)nc2n1,i,i,i,i,i,i,i,i,i,i,i
CCN1CCN(Cc2ccc(C)cc2)CC1,i,i,i,i,i,i,i,i,i,i,i
OC(Cn1c2ccccc2c2ccccc21)C[n+]1ccccc1 (configuration not stated),i,i,i,i,i,i,i,i,i,i,i
CCOc1cc(C2C(C#N)=C(N)Oc3c2c(=O)oc2ccccc32)ccc1OC(=O)c1cccs1 (configuration not stated),i,i,i,i,i,i,i,i,i,i,i
O=C(c1ccccc1[N+](=O)[O-])N1CCC2(CC1)OCCO2,i,i,i,i,i,i,i,i,i,i,i
COc1ccc(CCC(=O)NCCc2cnc[nH]2)cc1,i,i,i,i,i,i,i,i,i,i,i
COc1cccc(N2C(=O)NC(=O)/C(=C\c3cn(C)c4ccccc34)C2=O)c1,i,i,i,i,i,i,i,i,i,i,i
O=C(O)C(Cc1cnc[nH]1)NS(=O)(=O)c1ccc(Br)cc1 (configuration not stated),i,i,i,i,i,i,i,i,i,i,i
COc1ccc2[nH]cc(CCN(C)C)c2c1,i,i,19*,i,i,i,i,i,i,i,i
COc1ccccc1OCC(=O)N1CCN(Cc2ccc3c(c2)OCO3)CC1,i,i,i,i,i,i,i,i,i,i,i
CCNC(=S)N1CCn2cccc2C1c1cccnc1 (configuration not stated),i,i,i,i,i,i,i,i,i,i,i
COC(=O)NC(=C(Cl)Cl)P(=O)(c1ccccc1)c1ccccc1,i,i,i,i,i,i,i,i,i,i,i
O=C(c1ccc2c(c1)ncn2C1CCCCCC1)N1CCC2(CC1)OCCO2,i,i,i,i,i,i,i,i,i,i,x
OC[C@@H](O)CCl,x,i,i,i,i,i,i,i,i,i,i
CCC(=O)N1N=C2C3CCN(CC3)C2C1c1ccc(C)cc1 (configuration not stated),i,i,i,i,i,i,i,i,i,i,i
COc1cc2nc(CN3CC=C(c4ccccc4)CC3)[nH]c(=O)c2cc1OC,i,i,i,i,i,i,i,i,i,i,i
CCOC(=O)C1=C(N)Oc2cc(C)oc(=O)c2C12C(=O)N1c3c(cccc32)C(C)=CC1(C)C (configuration not stated),i,i,i,i,i,i,9.2*,i,i,i,x
COc1cccc(-c2nc3ccc(N4CCN(C)CC4)cc3[nH]2)c1,i,i,i,-9.1*,i,i,i,i,i,i,i
Cc1nn(Cc2ccc(Cl)cc2Cl)c(Cl)c1C(=O)Nc1ccc(OC(F)F)cc1,i,i,i,i,i,i,i,i,i,i,i
CC(C)CCN1CCN(Cc2c(F)cccc2Cl)CC1CCO (configuration not stated),i,i,i,i,i,i,i,i,i,i,i
CC(=NCc1ccc2c(c1)OCO2)c1c(O)n(-c2ccccc2)c(=O)[nH]c1=O,i,i,i,i,i,i,i,i,i,i,i
O=C1C2CCCN2C(c2ccncc2)N1c1ccc(Cl)c(Cl)c1 (configuration not stated),i,i,11*,i,i,i,i,i,i,i,i
NC(N)=N/N=C/c1ccc(N(c2ccccc2)c2ccccc2)cc1,i,i,i,i,86*,i,i,i,i,i,i
O=c1c2ccccc2nc(-c2ccco2)n1-c1ccncc1,i,i,i,i,i,i,i,i,i,i,i
Cc1ccc(-c2nc3ccccc3c(=O)n2-c2ccc(O)cc2)cc1,i,i,i,i,i,i,i,i,i,i,i
CC1CCC(N2CCN(C(=O)COc3ccccc3)CC2)CC1 (configuration not stated),i,i,i,i,i,i,i,i,i,i,i
CCCCCn1c(=O)c(C(=O)NC(C)c2ccccc2)c(O)c2ccccc21 (configuration not stated),i,i,i,i,i,i,i,i,i,-4.8*,i
COc1cc(OC)c2c(c1)O[C@@H](c1ccc(OC)c(OC)c1)[C@H](O)C2,i,i,i,i,i,i,i,i,i,i,i
CCOP(=S)(OCC)SCC(=O)NC(C(=O)O)C(C)C (configuration not stated),i,i,i,i,i,i,i,i,i,i,i
O=c1[nH]c(=O)n(CCC2=CCCCC2)c(O)c1C=NCc1cccnc1,i,i,i,i,i,i,i,i,i,i,i
COc1ccc(C2SCC(=O)Nc3c2c(C)nn3-c2ccccc2)cc1OC (configuration not stated),i,i,i,i,i,i,i,i,i,i,i
CC(=Nc1c(C)n(C)n(-c2ccccc2)c1=O)c1c(O)n(Cc2ccccc2)c(=O)[nH]c1=O,i,i,i,i,i,i,i,i,i,i,i
C#CCNc1ccncc1S(=O)(=O)NC(=O)NC(C)C,i,i,i,i,i,i,i,i,i,i,i
CCN(CC)P(=O)(NC(=O)C(Cl)(Cl)Cl)N(CC)CC.[Cl-].[Cl-].[Cl-].[Nd+3],i,i,i,i,i,i,i,i,i,i,i
O=C(c1ccc(Cl)cc1)C1CCCN(C2CCSCC2)C1 (configuration not stated),i,i,i,-7*,i,i,i,i,i,i,-5*
Cc1cc(OCC(=O)NCc2ccncc2)c2c3c(c(=O)oc2c1)CCCC3,i,i,i,i,i,i,i,i,i,i,i
CC(C)c1ccc(N2C(=O)NC(=O)/C(=C/c3cnc(-c4ccccc4)nc3)C2=O)cc1,i,i,i,i,i,i,i,i,i,i,i
COc1ccc(CCNCc2ccccc2)cc1,i,i,i,i,i,i,i,i,i,i,i
CCC1C(c2ccccc2)NC(c2ccccc2)CC1(O)c1ccc(F)cc1 (configuration not stated),i,i,i,i,i,i,i,i,i,i,i
CCC(=Nc1ccc2c(c1)CCC2)c1c(O)n(-c2ccc(OC)cc2)c(=O)[nH]c1=O,i,i,i,i,i,i,i,i,i,i,i
C[C@]12CCC3C(CC[C@H]4C[C@H](N)CC[C@]34C)C1CC[C@H]2O (some centres not stated),i,i,i,i,i,i,i,i,i,i,i
CC/C(=N\Nc1ccccc1)c1c(O)[nH]c(=O)[nH]c1=O,i,i,i,i,i,i,i,i,i,i,i
Fc1cccc(F)c1-c1nc(-c2ccc(Cl)cc2)no1,i,i,i,i,i,i,i,i,i,i,i
CN(C)C(Cc1ccccc1)C(=O)c1ccc(-c2ccccc2)cc1 (configuration not stated),i,i,i,i,i,i,i,i,i,i,i
CCCNC(=O)N1[C@H]2CC[C@@H]1C(C(=O)OC)=C(c1ccc(S(C)(=O)=O)cc1)C2,i,i,i,i,i,i,i,i,i,i,i
CCOC(=O)C1C(=O)N(C)C2(C)CC1c1ccccc1O2 (configuration not stated),i,i,i,i,i,i,i,i,i,i,i
O=c1c2ccccc2nc(CNc2ccccc2)n1-c1ccccc1,i,i,i,i,i,i,i,i,i,i,i
CNCCc1nc(N)n[nH]1,i,i,i,i,101*,i,i,i,i,i,i
CC[N+](CC)(CC)CCCCCCCCCC[N+](CC)(CC)CC,i,i,i,i,i,i,i,i,i,i,i
O=C(c1ccco1)c1cn(Cc2ccccc2Cl)c2ccccc12,i,i,i,i,i,i,i,i,i,i,i
O=C(Nc1ccccc1OC(=O)N1CCOCC1)N1CCOCC1,i,i,i,i,i,i,i,i,i,i,i
CC[C@H]1CC2CN3CCc4c([nH]c5cc(OC)ccc45)[C@](C(=O)OC)(C2)[C@H]13,x,i,i,i,i,i,i,i,i,i,i
CCCC1=C(C(=O)OCC)C2(C(=O)Nc3ccccc32)C(C#N)=C(N)O1 (configuration not stated),i,i,i,i,i,i,i,i,i,-4.6*,i
CCOC(=O)c1sc(/N=C/c2c(O)n(-c3cccc(C)c3)c(=O)[nH]c2=O)c(C#N)c1C,i,i,i,i,i,i,i,i,i,i,i
CCCCn1c(NS(=O)(=O)c2ccccc2)c(C(=O)OCC)c2nc3ccccc3nc21,i,i,i,i,i,i,i,i,i,i,i
CCOC(=O)c1c(C)n(Cc2ccco2)c2ccc(OC)cc12,i,i,i,i,i,i,i,i,i,i,i
COc1ccc(CCn2c(O)c(C=NCCCO)c(=O)[nH]c2=O)cc1OC,i,i,i,i,i,i,i,i,i,i,i
O=C(O)c1cccc2nc3ccccc3nc12,i,i,i,i,i,i,i,i,i,i,i
CC(c1ccc(F)cc1)n1cc(C(=O)NCc2ccc3c(c2)OCO3)nn1 (configuration not stated),i,i,i,i,i,i,i,i,i,i,i
CCCCNC(=O)Nc1ccc(C(O)(C(=O)OC)C(F)(F)F)cc1 (configuration not stated),i,i,i,i,i,i,i,i,i,i,i

# Carrying on.
SMILES,TMEM16A act,TRPC6 activator,TRPC4 potent,TRPC6 inhibitor,TRPC4 act,MrgX1 agonist,MrgX1 PAM,RGS4 block,TMEM16A inh,MrgX1 antag,TRPC4 inh
CN(C(=O)Oc1ccc(F)cc1)c1ccccc1,i,i,i,i,i,i,i,i,i,i,i
COc1cc2c(cc1OC)C(C(=O)NC(C)C)C1CCCCN1C2=O (configuration not stated),i,i,i,i,i,i,i,i,i,i,i
Cc1cccc(Cn2cc(C=O)c3ccccc32)c1,i,i,i,i,i,i,i,i,i,i,i
CN1C(=O)N(C)C(=O)C2(Cc3ccccc3N3CCCC32)C1=O (configuration not stated),i,i,i,i,i,i,i,i,i,i,i
COc1ccc(OC)c(C2=NOC(C(=O)N3CCC4(CC3)OCCO4)C2)c1 (configuration not stated),i,i,i,i,i,i,i,i,i,i,i
COC(=O)C1=C(c2cccc(OC)c2OC)C[C@@H]2CC[C@H]1N2C(=O)NC(C)C,i,i,i,i,i,i,i,i,i,i,i

# Compound profiles, as listed above. Values in the order: TMEM16A act	TRPC6 activator	TRPC4 potent	TRPC6 inhibitor	TRPC4 act	MrgX1 agonist	MrgX1 PAM	RGS4 block	TMEM16A inh	MrgX1 antag	TRPC4 inh
# Cc1cccc(Cn2cc(C=O)c3ccccc32)c1 as listed: i	i	i	i	i	i	i	i	i	i	i
# CN1C(=O)N(C)C(=O)C2(Cc3ccccc3N3CCCC32)C1=O (configuration not stated) as listed: i	i	i	i	i	i	i	i	i	i	i
